Efflux pump inh – antifungal efflux pump inhibition, Nile Red retention; inhibition, % at 10 µM; S. cerevisiae Candida pump triplex; 0.44% of 330,000 active; AID 485275;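 active = plate passing quality check with inhibition over a set limit, or well fluorescence over plate mean plus 4 SD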;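 also: Nile Red retained in pooled yeast measured as flow cytometry median fluorescence; 0% = buffer negative control and 100% = Enniatin B positive control; higher means more Nile Red kept so more efflux inhibition; some compounds called inactive have numbers as strong as hits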
Active calls of the source: *.

canonical_smiles	Efflux pump inh
Cc1ccc(C)c(N2CCN(C(=O)CCc3nc(-c4cccc(C(F)(F)F)c4)no3)CC2)c1	0.1
O=C(COC(=O)CSc1ccc([N+](=O)[O-])cc1)NCC1CCCO1 (configuration not stated)	1.7
COc1ccc2c(c1)OC(=O)CC2c1ccccc1OC (configuration not stated)	-0.3
COc1ccc2c(CC(=O)NC(Cc3ccc(Cl)cc3)C(=O)O)cc(=O)oc2c1C (configuration not stated)	0.1
COc1ccc(N2CCN(C3CCCN(C(=O)C4=C(C)OCCO4)C3)CC2)cc1 (configuration not stated)	-0.1
Nc1ccccc1C(=O)Nc1cccc2ccccc12	0.2
CNC(=O)c1c(O)c2cccc3c2n(c1=O)CCC3	-0.1
O=C(Nc1ccc(N2CCN(C(=O)c3cccs3)CC2)cc1)c1ccc([N+](=O)[O-])o1	0.0
S=C(Nc1cc(Cl)cc(Cl)c1)NC1CCN(Cc2ccccc2)CC1	-0.1
O=C(Nc1ccc(Cl)c(Cl)c1)c1ccccc1NC(=O)C1CC=CCC1C(=O)O (configuration not stated)	-0.2
Cc1ccc(-n2ncc3c2CC(C)(C)CC3NC(=O)CCc2c(C)noc2C)cc1 (configuration not stated)	-0.2
CC1Cn2c(nc3sc4c(c3c2=O)CC(C)(C)OC4)N1CCO (configuration not stated)	0.2
COc1ccc(CN2CCNC(=O)C2CC(=O)NC2CCC2)c(OC)c1 (configuration not stated)	-0.1
CCC(=O)NC(Cc1ccccc1)c1nc2ccccc2[nH]1 (configuration not stated)	0.1
CN(CCOc1ccccc1)C(=O)C1CCC(=O)N(CCc2ccc(Cl)cc2)C1 (configuration not stated)	0.0
CC(=O)N1CCOc2ccc(S(=O)(=O)NC[C@H]3O[C@@H](n4cnc5c(N)ncnc54)[C@H](O)[C@@H]3O)cc21	-0.2
N#Cc1ccc(-c2cn3c(n2)SCC3)cc1	0.1
CN1C(=O)CSC1=Nc1ccc(F)cc1	0.0
Cc1ccc(C)c(OCC(=O)NNC(=O)c2ccc(NC(=O)C3CC3)cc2)c1	-0.1
CCOc1ccc(/C=N/NC(=O)c2cccc3ccccc23)c(OCC)c1	0.1
COc1ccc(C(=O)NC2CC2)cc1OC1CCN(Cc2ccccc2O)CC1	0.0
Cc1cc(C)nc(N2CCN(c3ccc(F)cc3)CC2)n1	0.0
O=C(O)c1ccccc1-c1ccccc1C(=O)Nc1ccc(OC(F)(F)F)cc1	0.0
CCN1C(=O)[C@H]2[C@H]3CN=C(SCc4ccc(Cl)cc4)N3[C@@](Cc3ccccc3)(C(=O)OC)[C@H]2C1=O	0.2
NS(=O)(=O)c1ccc(NC(=O)Nc2ccc3c(c2)OCO3)cc1	-0.1
CC[C@]12c3[nH]c4cc(-c5ccco5)ccc4c3CCN1C(=O)[C@@H](CC(=O)NCCCn1ccnc1)C[C@@H]2C(=O)N1CCN(C(=O)C2CC2)CC1	-0.2
CC[C@]12c3[nH]c4cc(CCC(=O)N(C)C)ccc4c3CCN1C(=O)[C@@H](CC(=O)NCCCn1ccnc1)C[C@@H]2C(=O)N1CCN(C(=O)C2CC2)CC1	0.1
O=C(Nc1cccc([N+](=O)[O-])c1)C1C2CCCCC21 (configuration not stated)	0.1
N#Cc1cccnc1N1CCN(C(=O)c2cccs2)CC1	-0.1
COC(=O)C1CCN(C(=O)c2ccc3nccnc3c2)CC1	0.0
O=C(Cc1ccccc1)NC1CCN(C(=O)c2ccc([N+](=O)[O-])cc2)CC1	0.1
COc1cc(/C=N/n2c(C3CCCCC3)n[nH]c2=S)ccc1O	-0.2
CCOc1ccc(N=Nc2ccc(O)c3ncccc23)cc1	0.1
c1ccc(-c2nnnn2-c2ccccc2)cc1	0.0
COC(=O)c1ccccc1NC(=S)NC(=O)c1ccc2c(c1)OCO2	0.0
CCCCCCN(C(=O)CCCCCN1C(=O)NC(c2ccc([N+](=O)[O-])cc2)C(C(=O)OCc2ccccc2)=C1C)C(C(=O)NCCCC)C1CCCCC1 (configuration not stated)	0.2
COc1ccc(NC(=O)CSc2n[nH]c(-c3ccncc3)n2)c([N+](=O)[O-])c1	0.0
CC(C)C(=O)Nc1c(-c2ccccc2Cl)c(=O)c2ccccc2n1C	-0.1
O=C(Nc1ccccc1)c1ccco1	-0.1
C/C(=N\NC(=O)c1cc(-c2ccc(O)cc2)nc2ccccc12)c1cccnc1	0.0
COC(=O)[C@H](Cc1ccccc1)NC(=O)Cn1cnc2c(NCc3ccccc3)ncnc21	0.5
O=C1OCCN1C(=O)[C@H]1[C@H](c2ccccc2)C(c2cccc(Cl)c2)=NN1c1ccccc1	-0.2
COc1ccccc1N1CCN(C(=O)c2cc(-c3ccc(F)cc3)[nH]c2C)CC1	-0.2
CO[C@H]1CC[C@@]2(C)[C@@H](CC[C@@H]3[C@@H]2CC[C@@]2(C)[C@H]3C[C@H](C(=O)N[C@@H](CCCN=C(N)N)C(=O)NCC(=O)N[C@@H](CC(=O)O)C(N)=O)O[C@]23CCCO3)C1	-0.2
CC1=NN(C(N)=S)C(=O)C1N=Nc1ccc(Br)cc1 (configuration not stated)	0.1
COc1ccc(NC(=O)c2ccc(C)cc2)c[n+]1[O-]	-0.1
CC[C@]12c3[nH]c4ccc(OC)cc4c3CCN1C(=O)C(CC(=O)NCCc1ccccn1)C[C@@H]2C(=O)N1CCN(C(=O)C2CC2)CC1 (some centres not stated)	-0.4
COc1ccc(OC)c(/C=N\NC(=O)c2ccc(-c3ccccc3)cc2)c1	-0.1
C=CCNC(=S)NNC(=O)c1cc(-c2cccnc2)nc2ccccc12	0.0
COc1ccccc1C1CC(=O)Oc2cc(C)cc(C)c21 (configuration not stated)	0.1

(more compounds)
canonical_smiles	Efflux pump inh
CCN(CC)C(=O)[C@H]1C[C@H](CC(=O)NC(C)(C)C)C(=O)N2CCc3c([nH]c4ccc(Cl)cc34)[C@]12C	0.1
COc1ccc(S(=O)(=O)NC2CCCCC2)cc1F	0.7
NC(=O)C1CCN(CC(O)COc2ccc(-c3ccccc3)cc2)CC1 (configuration not stated)	0.1
O=S(=O)(Nc1ccccc1C(F)(F)F)c1ccc(-c2ccccn2)s1	0.0
CCCCOc1ccc(C(=O)Nc2ccc(CN3CCOCC3)cc2)cc1	-0.1
CC/C(=N\NC(=O)c1ccc2c(c1)OCO2)c1ccccc1	-0.1
COc1ccc(NC(=O)NCc2ccc(Cl)cc2)cc1	-0.1
CCCCCCC(O)(c1ccccc1)C(CN1CCOCC1)c1ccccc1 (configuration not stated)	0.0
N#CCC(=O)N/N=C/c1c2ccccc2cc2ccccc12	0.0
COc1ccc(-c2noc(CCC(=O)N3CCN(c4ccc(C(F)(F)F)cc4)CC3)n2)cc1	0.3
COc1ccc2[nH]c3c(=O)n(N)c(=O)[nH]c3c2c1	0.2
COc1ccccc1[C@H]1C(c2ccc(F)cc2)=NN(c2ccccc2)[C@@H]1CO	0.0
Cc1cc(C)c(S(=O)(=O)Nc2ncn[nH]2)c(C)c1	-0.1
CCCS(=O)(=O)c1c(S(=O)(=O)CCC)c2ccc(C(N)=O)cn2c1C(=O)c1ccccc1	0.0
C/C(=N\NC(=O)Cc1ccc(O)cc1)c1cccnc1	-0.1
COc1ccc(-c2nnc(SCC(=O)Nc3ccc(C(=O)O)cc3)n2-c2ccc(Cl)cc2)cc1	-0.1
COC(=O)c1sccc1NC(=O)Nc1cc(C)cc(C)c1	0.0
O=C(Nc1ccc(O)cc1)c1ccccc1OCc1ccccc1	0.1
CC(=O)c1ccc(NC(=O)[C@@]2(CC(=O)O)CC(/C=C/c3ccccc3)=NO2)cc1	-0.1
O=S(=O)(Cc1ccccc1)Nc1cccc(Br)c1	0.1

Rewritten field by field: 2 of the compounds above
Cc1cc(C)c(S(=O)(=O)Nc2ncn[nH]2)c(C)c1
  Efflux pump inh: -0.1
O=S(=O)(Cc1ccccc1)Nc1cccc(Br)c1
  Efflux pump inh: 0.1

(next part)
canonical_smiles	Efflux pump inh
O=C(Nc1ccc(O)cc1)c1ccc(NC(=O)C2CCCO2)cc1 (configuration not stated)	-0.1
Cc1cccc(C)c1OCc1cc(C(=O)N2CCC[C@H]2C(N)=O)no1	0.5
CCOc1ccc(Cn2c(=O)oc3ccccc32)cc1	0.2
NS(=O)(=O)c1ccc(N2N=C(c3ccccc3)CC2c2ccccc2Br)cc1 (configuration not stated)	0.5
CNC(=O)c1c[nH]c2ccc(S(=O)(=O)Nc3cccc(SC)c3)cc2c1=O	-0.1
COc1nnc(-c2ccc(C)cc2)c2ccccc12	0.0
Cc1ccc(OCCC(=O)Nc2ccccc2C(=O)NC2CC2)cc1	1.1
CC(=O)Nc1ccc2sc(NC(=O)CN3CCOCC3)nc2c1	0.0
Cc1[nH]c2ccccc2c1CCCO	-0.2
CCOc1ccc(/C(O)=C2/C(=O)C(=O)N(c3ccccn3)C2c2ccc(Cl)cc2)c(C)c1 (configuration not stated)	0.1

Retrieved by structure from the list above (two):
canonical_smiles	Efflux pump inh
O=C(Nc1ccc(O)cc1)c1ccc(NC(=O)C2CCCO2)cc1 (configuration not stated)	-0.1
O=C(Nc1ccccc1)c1ccco1	-0.1

Continuation.
canonical_smiles	Efflux pump inh
COc1ccc(CCc2nnc(NS(C)(=O)=O)s2)cc1	-0.1
S=C(NCCCc1ccccc1)Nc1ccc(Br)cc1	-0.1
Cc1cc(C)cc(NC(=S)N2CC(C)OC(C)C2)c1 (configuration not stated)	-0.1
NC(N)=Nc1ccc(N=C(N)N)cc1	0.0
Cc1ccccc1-n1ncc(C(C)NS(=O)(=O)c2ccccc2Cl)c1C (configuration not stated)	-1.5
COc1ccc(CCN2CCCn3c2nc2c3c(=O)n(CC(N)=O)c(=O)n2C)cc1OC	0.8
Cc1cccc(C2=NN(c3ccc(Br)cc3)[C@@H](C(=O)N3CCOC3=O)[C@@H]2c2ccc([N+](=O)[O-])cc2)c1	-0.1
Cc1cc(C)cc(NC(=O)Nc2cccnc2)c1	-0.1
Nc1ncnc2c1ncn2[C@@H]1O[C@H](CNC(=O)[C@@H](N)C2CCCCC2)[C@@H](O)[C@H]1O	-0.4
Cc1cc(C)cc(NC(=O)C[n+]2ccccc2)c1	0.0
CC(=O)Nc1ccc(S(=O)(=O)Nc2nccs2)cc1	-0.1
COc1ccc(C(C(=O)NC(C)(C)C)N(C[C@H]2CC[C@@H]([C@@H]3CC[C@H](CO)O3)O2)C(=O)c2ccccc2)cc1 (some centres not stated)	-0.2
Cc1ncc(CO)c(CNc2ccc(Oc3ccccc3)cc2)c1O	0.0
O=C(NCC(=O)N1CCCC1)c1ccc(Br)o1	0.0
O=C(O)c1ccc2[nH]c3c(c2c1)CCCC3	0.0
CCCCOc1ccc(C(=O)NCC(=O)NC(C)CCc2ccccc2)cc1 (configuration not stated)	2.3
CCOc1ccc(CC(=O)N/N=C/c2sccc2C)cc1	-0.1
CCN1C(=O)[C@H]2[C@H]3CN=C(SC)N3[C@@](Cc3ccccc3)(C(=O)OC)[C@H]2C1=O	-0.1
COc1ccc(CNC(=O)c2nccnc2CO)cc1	-0.1
COc1ccc(OCC(O)CN2CCN(CC(O)COc3ccc(OC)cc3)CC2)cc1 (configuration not stated)	0.1

Single entries from above:
In Efflux pump inh, O=C(O)c1ccc2[nH]c3c(c2c1)CCCC3 is entered as 0.0
In Efflux pump inh, Cc1ncc(CO)c(CNc2ccc(Oc3ccccc3)cc2)c1O is entered as 0.0
In Efflux pump inh, COc1ccc(C(C(=O)NC(C)(C)C)N(C[C@H]2CC[C@@H]([C@@H]3CC[C@H](CO)O3)O2)C(=O)c2ccccc2)cc1 (some centres not stated) is entered as -0.2
In Efflux pump inh, COc1ccc(CNC(=O)c2nccnc2CO)cc1 is entered as -0.1
In Efflux pump inh, CC(=O)Nc1ccc(S(=O)(=O)Nc2nccs2)cc1 is entered as -0.1
In Efflux pump inh, COc1ccc(OCC(O)CN2CCN(CC(O)COc3ccc(OC)cc3)CC2)cc1 (configuration not stated) is entered as 0.1

Next section
canonical_smiles	Efflux pump inh
COc1ccc(NC(=S)N2CCN(S(=O)(=O)c3ccccc3)CC2)cc1OC	-0.4
CC(=O)NCCc1nc2cc(NC(=O)c3ccccc3Cl)ccc2n1C	0.0
NC(=O)Nc1n[nH]c(-c2ccccc2)n1	-0.1
C/C(=N/NS(=O)(=O)c1ccccc1)c1c[nH]c2ccccc12	-0.1
O=C1c2ccccc2C(=O)N1CCCc1cn(C[C@H]2CC[C@H](Cn3cc(CCCN4C(=O)c5ccccc5C4=O)nn3)O2)nn1	0.0
N#C/C(=C\c1ccc(C#N)cc1)C(=O)c1ccccc1	0.2
Clc1ccc(CNc2ncccn2)cc1	0.0
CCOc1ccccc1C(=O)Nc1c[nH]c(=O)[nH]c1=O	0.0
CN(C)CCNC(=O)Cn1c(=O)c2cccn2c2ccc(F)cc21	0.2
CC1(C)Cc2ccccc2C(COc2ccccc2)=N1	0.2
COc1cc(/C=C2/C(=O)N(c3ccc(C(=O)O)cc3)N=C2C)cc(OC)c1O	0.0
O=C(Nc1ccc(C(=O)Nc2ccccc2Cl)cc1)c1cccnc1	0.1
O=C(CN1CCCC1)N1c2ccccc2Sc2ccc(Cl)cc21	0.1
O=C1CCC(C(=O)N2CCC(O)(c3ccccc3)CC2)CN1CCc1ccccc1 (configuration not stated)	0.0
Cc1cc(OCC(=O)NNC(=S)NC(=O)c2cccs2)ccc1Cl	-0.2
COc1ccc(N(CC(=O)NC2CC3CCC2C3)S(=O)(=O)c2ccccc2)cc1Cl (configuration not stated)	0.0
CCOc1ccc2oc(=O)cc(CN3CCOCC3)c2c1	-0.4
O=C(Nc1cccc2ncccc12)c1ccccc1F	-0.1
C=CCc1c(C)nc2cc(-c3ccccc3)[nH]n2c1=O	0.1
O=C(C[C@H]1C[C@H](C(=O)N2CCOCC2)[C@@]2(CCC3CCCC3)c3[nH]c4ccc(Cl)cc4c3CCN2C1=O)NCc1ccco1	0.5

A portion of the library; count on the stated rates, not on these rows.
